Dynein transport: dynein cargo transport inhibition; 3617.4 mouse cells, GR-EGFP nuclear translocation imaging; test concentration mostly 20 µM; stimulated with dexamethasone, 1 µM; stronger effect = lower value; z-score, hits read low; hit rate 0.47% among 220,000; AID 1381;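 active = plate z-score of nuclear minus cytoplasmic receptor signal below a set negative limit, without overly bright fluorescence or cell loss, cut at about -3.5 in these data, passing the limit was not always enough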;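 note: z-score of nuclear minus cytoplasmic ring GR-EGFP intensity difference per well; some compounds called inactive have numbers as strong as hits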
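Buffer or medium: tet-free medium with charcoal-stripped serum / Also added: dexamethasone agonist, 1.0 µM final, for 30 min / Timing: induction 48 h, compound 1 h, agonist 30 min / Measured by: high-content fluorescence imaging after fixation / Read-out: nuclear-to-cytoplasmic GR-EGFP distribution per well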
P. falciparum M17LAP: P. falciparum M17LAP inhibitors, primary screen, biochemical, fluorogenic H-Leu-NHMec substrate, 1536-well (AID 1619) | recombinant M17LAP, H-Leu-NHMec fluorogenic kinetic assay; higher % means a stronger effect | inhibition, % at 30 µM; hits with a dose series show IC50 in µM | hit rate 0.38% among 220,000;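 active = compound inhibiting the enzyme by more than half at any dose during confirmatory dose-response retesting; inconclusive = strong single-dose inhibitors picked by rank but not retested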;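 note: plate controls were full reaction with DMSO carrier for no effect and no enzyme background for full effect; strong numbers were not always called active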
M1AAP inhibition: malaria alanyl aminopeptidase activity blockers – biochemical, fluorogenic H-Leu-NHMec substrate, 1536-well (AID 1445); recombinant M1AAP, H-Leu-NHMec fluorogenic kinetic assay; higher % means a stronger effect; one-dose inhibition, % at 30 µM; IC50 in µM for titrated hits; hit rate 0.42% among 220,000;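 active = primary inhibition above the hit cutoff, then over 50% inhibition at one or more dose response concentrations, cut at about 23% in these data, passing the limit was not always enough; inconclusive = conflicting primary data, or primary hits not chosen for dose response; inactive = low primary inhibition, or under 50% at every dose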;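 note: plate controls were DMSO full reaction for no effect and no enzyme background for full effect; strong numbers were not always called active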
CSM14.1 death rescue: rescue of cells from ER stress-induced death, primary screen, 384-well, CSM14.1, thapsigargin, ATP luminescence (AID 1222) | cellular ATP content (survival), % at 20 µM, or EC50 in µM where a hit was titrated | CSM14.1 thapsigargin-induced death rescue, ATP luminescence; higher % means a stronger effect | 190,000 tested, under 10 active;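 active = EC50 below 50 µM in the dose-response confirmation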;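 note: death triggered by thapsigargin at about 15 µM added after 2 h compound pretreatment; cell ATP read after overnight thapsigargin exposure of roughly 18 to 22 hours; normalized against plate controls of thapsigargin alone and 5% DMSO vehicle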
Autophagy HCS: alters autophagy in cells | hit rate 0.98% among 190,000 | calls only at 10 µM (by protocol) | AID 463193 | MEF GFP-LC3 puncta imaging; test concentration mostly 10 µM;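 active = percentage of spot-positive cells more than 3 SD above its plate mean, without a fluorescence outlier flag or 80% toxicity; inconclusive = no clear call, values can overlap the other calls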;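 note: spot-positive cell cutoff set from DMSO-treated cells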
Ins promoter up: MIN6 insulin promoter up-regulation; AID 1625; z-score at 5 µM; hit rate 0.3% among 190,000; MIN6 insulin promoter-GFP reporter, high-content imaging; stronger effect = higher value;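 active = z-score above 3 at 5 µM with at least 500 cells counted in the well; inconclusive = wells under 500 cells, flagged as cytotoxic or low count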
bCat nuc transl: modulators of beta-catenin nuclear translocation | AID 1665 | HeLa beta-catenin nuclear translocation, immunofluorescence imaging | nuclear translocation activity, % at 5 µM | hit rate 0.3% among 190,000;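 active = nuclear translocation activity above 50% at 5 µM, with a well cell count of 50 or more; inconclusive = wells under 50 cells across six images, flagged as toxic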;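 note: per-cell ratio of nuclear to cytoplasmic median beta-catenin stain intensity; plate controls were DMSO negative control for no effect and GSK-3 inhibitor IX positive control for full effect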
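Test system: human HeLa cell line; Doses: 5 µM primary, 0.02–20 µM confirmation; Incubation: 24 h compound exposure, 37°C; Detection: beta-catenin immunofluorescence imaging with DAPI; Read-out: beta-catenin nuclear/cytoplasmic ratio, % activation.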
K1F lysis inhibition: inhibition of K1F phage lysis, E. coli UTI89, bacterial capsule biogenesis inhibitors, alamar blue (AID 488966); E. coli UTI89 K1F phage lysis, alamar blue, 2 h; higher % means a stronger effect; inhibition, % at 100 µM, or IC50 in µM where a hit was titrated; hit rate 0.02% among 340,000;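 active = phage lysis inhibition, versus mean bacterial control, above a set limit; inconclusive = no clear call, values can overlap the other calls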;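 note: capsule biogenesis inhibitors block K1F phage lysis so surviving cells raise fluorescence; higher fluorescence means more inhibition of phage lysis; actives were called in the ten point dose series up to 300 µM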
MT stabilizer: stabilizes microtubules in HeLa cells. HeLa tubulin immunostaining HCS, 24 h; share of cells brighter than vehicle mean+2SD. hit rate 0.83% among 200,000. % tubulin-high responders, % at 10 µM;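 active = plate Z-score above 3 for both tubulin-high and condensed-nucleus cell shares, with cell loss under 80%, at 10 µM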;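 note: anti alpha tubulin signal scored within the nucleus-defined area of each cell; some results filed as inactive read as strong as hits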
Dynein transport cytoplasmic EGFP: second read-out of Dynein transport, no call of its own (marks repeat the call); z-score; measured here: cytoplasmic GR-EGFP intensity; stronger effect = higher value
Dynein transport nuclear GR-EGFP: recorded beside Dynein transport, whose call it bears; z-score; measured here: nuclear GR-EGFP intensity;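 lower value marks the stronger effect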
Dynein transport cell count: second read-out of Dynein transport, no call of its own (marks repeat the call); z-score; measured here: cell count per field
Ins promoter up cell count: also measured in Ins promoter up; calls as there; cell count; measured here: cytotoxicity, nuclei count;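 total cells summed across four imaged fields per well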
bCat nuc transl cell count 5 µM: further read-out of bCat nuc transl, marked with its call; cell count; measured here: cell count, cytotoxicity flag
MT stabilizer Hoechst-high %: recorded beside MT stabilizer, whose call it bears; % Hoechst-high responders; measured here: nuclear condensation Hoechst responders;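 share of cells brighter than vehicle mean plus two SD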
MT stabilizer cytotoxicity %: further read-out of MT stabilizer, marked with its call; toxicity, %; measured here: cytotoxicity by cell density;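 0% = mean cell density of plate MIN control wells and 100% = no cells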
Autophagy HCS cell loss 18 h: also measured in Autophagy HCS; calls as there; toxicity, %; measured here: cell loss, nuclei count;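 cell loss after 18 h compound exposure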
* marks the source's active call; other numbers are inactive results; i = inactive; ? = inconclusive; . = not tested or not shown; [ ] = remark or other dose.

SMILES | Dynein transport | Dynein transport cytoplasmic EGFP | Dynein transport nuclear GR-EGFP | Dynein transport cell count | P. falciparum M17LAP | M1AAP inhibition | CSM14.1 death rescue | Autophagy HCS | Autophagy HCS cell loss 18 h | Ins promoter up | Ins promoter up cell count | bCat nuc transl | bCat nuc transl cell count 5 µM | K1F lysis inhibition | MT stabilizer | MT stabilizer Hoechst-high % | MT stabilizer cytotoxicity %
O=C(CSc1nc2ccccc2s1)NNC(=O)Nc1ccc(Cl)c(Cl)c1 | 0.181 | -0.209 | -0.0582 | -0.0735 | -0.5% | -9.2% | 0.4% | i | -18.5 | -0.21 | 1878 | -0.7 | 1044 | 0.8% | 3.1 | 1.5 | 4.8
COc1ccc(C(=O)Nn2c(C)ccc2C)cc1OC | 0.174 | -0.229 | 0.0799 | 0.861 | -5.4% | 5.6% | -1.9% | i | 20.3 | -0.37 | 1309 | . | . | 1.3% | 2.8 | 1.8 | 3.3
O=C(Nc1nc2ccccc2s1)C1CCN(S(=O)(=O)c2cc([N+](=O)[O-])ccc2Cl)CC1 | 1.97 | -0.532 | 1.12 | -2.06 | 4.5% | 0.8% | . | . | . | ? | . | 0.0 | 1362 | 1.1% | . | . | .
CCOc1cc2c(cc1OCC)C(c1ccc(OC)cc1)N(c1ccccc1)C(=O)C2 (stereo unspecified) | -0.254 | -0.151 | -0.203 | -0.196 | -1.6% | -2.2% | -2.9% | i | 4.1 | -0.16 | 1645 | 0.2 | 1096 | 0.5% | 3.9 | 2.5 | 5.5
CC1=C(C(=O)N2CCOCC2)C(c2ccccc2F)C2=C(CCCC2=O)N1 (stereo unspecified) | 0.564 | -0.207 | 0.176 | 0.567 | -4.3% | 17.6% | -3.0% | i | -2.4 | 0.25 | 1626 | -0.2 | 999 | 1.2% | 5.1 | 3.3 | 6.1
CC(C)CCN1CC(C(=O)NCc2ccc(F)cc2)CC1=O (stereo unspecified) | -1.05 | -0.192 | -0.202 | 0.279 | 12.9% | -3.6% | 0.7% | i | 10.4 | 0.4 | 1056 | . | . | 0.1% | 6.0 | 1.6 | 5.5
C/C(=N\NC(=O)c1ccc(Cl)cc1)c1ccc(Br)s1 | 0.592 | -0.132 | 1.05 | -0.861 | 0.7% | 3.4% | -0.3% | i | 12.1 | -0.37 | 1568 | 1.8 | 1256 | 0.8% | 3.3 | 1.5 | 0.2
CCOc1ccc(-n2cnnn2)cc1S(=O)(=O)Nc1c(C)cccc1C | 1.98 | -0.199 | 1.02 | -1.1 | 7.7% | 2.8% | 0.5% | i | -0.4 | 0.12 | 1291 | 0.3 | 1014 | 2.3%[50 µM] | 4.0 | 2.4 | 1.3
CC1CC(=O)N(CC(=O)Nc2ccc3c(c2)OCCO3)c2ccccc2S1 (stereo unspecified) | -1.46 | -0.204 | -0.47 | 0.477 | 51.7% | 7.5% | 5.5% | i | 16.6 | 0.8 | 1209 | 0.1 | 1211 | 3.7% | 5.1 | 1.1 | 8.7
CC(C)C(=O)NNC(=O)CN1CCN(c2nc(-c3ccccc3)cs2)CC1 | -1.22 | -0.262 | -0.753 | 1.18 | -0.8% | 0.8% | -0.9% | i | -5.6 | 0.38 | 1573 | -0.9 | 1517 | 0.1% | 2.1 | 1.9 | 5.2
C=CCSc1ccsc1C(=O)O | -0.937 | -0.229 | -0.81 | 1.35 | 13.5% | -3.1% | 3.7% | i | 2.9 | . | . | . | . | 0.6% | 1.4 | 1.8 | 13.0
CN1CCN(c2ccc(C(=O)c3ccc(Br)cc3)cc2[N+](=O)[O-])CC1 | -0.967 | -0.156 | -0.13 | 0.618 | -4.0% | 9.3% | -1.5% | i | 9.2 | -0.91 | 1368 | -3.3 | 1089 | 0.3% | 3.5 | 2.7 | 11.1
COC(=O)c1cc(OC)c(OC)cc1NC(=O)C(C)c1ccc([N+](=O)[O-])cc1 (stereo unspecified) | -0.899 | -0.278 | -0.503 | 0.62 | 2.4% | 2.3% | 2.2% | i | 2.3 | 0.34 | 1507 | -0.5 | 1122 | -0.3% | 4.8 | 2.1 | 10.9
CC(=O)Nc1ccc(S(=O)(=O)N[C@@H](C)C(=O)OCc2ccc(Cl)cc2)cc1 | 0.0238 | -0.215 | 0.0693 | -0.415 | -1.5% | 3.4% | -2.0% | i | 4.4 | 1.24 | 1406 | 0.3 | 935 | 0.4%[50 µM] | 2.8 | 2.3 | 0.8
Cc1ccc(C)c(NC(=O)c2nc(Cl)ccc2Cl)c1 | 1.1 | -0.178 | 0.481 | -0.001 | -1.0% | 2.6% | -2.6% | i | 14.7 | -0.85 | 1411 | -3.4 | 1145 | -0.2% | 1.8 | 3.5 | 3.8
Cc1cc(-c2[nH]nc3c2C(c2ccsc2)C(C#N)=C(N)O3)c(C)s1 (stereo unspecified) | -1.16 | -0.22 | -0.739 | 0.751 | 45.6% | 12.2% | 5.7% | i | 4.2 | 0.57 | 1282 | -0.3 | 905 | -0.2% | 3.1 | 2.6 | 6.8
CC(=O)Nc1ccc(NC(=O)Cn2c(CC(=O)N3CCCC3)nc3ccccc32)cc1 | -0.254 | -0.204 | 0.139 | -0.0992 | 7.2% | 2.6% | -1.0% | i | 11.1 | 0.32 | 1041 | -1.0 | 1196 | 0.3% | 4.9 | 2.8 | 5.1
CN(C)C(=S)NC1(C)CCS(=O)(=O)C1 (stereo unspecified) | 0.647 | -0.195 | 0.0216 | -0.436 | 5.3% | 3.8% | -0.6% | i | -22.1 | -0.12 | 1233 | 10.2 | 1497 | 0.5% | 4.1 | 2.6 | 2.6
O=C(Nc1ccc(F)c(Cl)c1)c1ccc2c(=O)n3c(nc2c1)CCCCC3 | -0.265 | -0.184 | 0.0631 | 0.468 | 2.3% | 6.0% | -0.5% | i | 5.3 | -0.89 | 1102 | 3.0 | 1398 | 0.2% | 5.7 | 1.3 | 1.7
CC1=CCC(C(=O)O)C(C(=O)Nc2cccnc2)C1 (stereo unspecified) | -0.437 | -0.0723 | 0.0278 | 0.429 | 6.6% | 1.7% | -1.3% | i | -15.0 | 1.42 | 1483 | -0.6 | 1461 | -0.4% | 0.8 | 1.2 | 8.4
CCOc1ccccc1C1C2=C(COC2=O)Nc2cc3c(cc21)OCO3 (stereo unspecified) | -0.839 | -0.272 | -0.336 | 0.849 | 3.5% | 4.0% | -2.5% | i | 19.1 | -1.41 | 986 | 1.5 | 923 | 0.4% | 7.2 | 38.6 | 34.9
Cc1ccccc1COC(=O)c1nn(-c2ccccc2)nc1N | 0.58 | -0.262 | 0.454 | -0.624 | -7.7% | 7.2% | -1.8% | i | -1.9 | -0.3 | 1224 | . | . | 0.0% | 3.1 | 1.9 | 0.9
Cn1cc(-c2nnnn2-c2ccccc2)c(=O)c2ccccc21 | 0.297 | -0.208 | 0.675 | 0.739 | 1.3% | 5.7% | -0.4% | i | 5.3 | 0.95 | 1460 | 1.0 | 1444 | -0.1% | 2.4 | 3.2 | 2.8
CC1(C)CC2CC(C)(CN2S(=O)(=O)c2ccc(C(=O)Nc3ccc(Cl)c(S(=O)(=O)N4CCOCC4)c3)cc2)C1 (stereo unspecified) | 0.0637 | -0.199 | -0.121 | -0.0716 | -6.8% | -2.0% | 0.3% | i | 3.9 | 0.51 | 1507 | 3.6 | 1246 | 0.4% | 2.0 | 2.1 | 9.1
COc1ccc(Cc2nc(-c3cccs3)no2)cc1OC | -0.279 | -0.119 | -0.13 | 0.0271 | 3.7% | 1.5% | 1.2% | i | -31.9 | -0.56 | 890 | 0.4 | 1154 | 0.4% | 4.9 | 2.3 | 8.7
CCn1nc(C)cc1C(=O)N1CCCC(C(=O)c2cccc(OC)c2)C1 (stereo unspecified) | -0.0614 | -0.376 | -0.112 | 1.19 | -3.5% | 5.3% | -1.2% | i | 0.4 | -0.12 | 1439 | 0.6 | 994 | 0.1% | 1.9 | 1.1 | 2.0
Cc1ccc(N(C)C(=O)N2CCN(S(=O)(=O)c3ccc(C)cc3)CC2)cc1 | 0.353 | -0.156 | 0.461 | -0.682 | 3.5% | 2.1% | -0.1% | i | 3.8 | -0.23 | 1004 | . | . | -0.3% | 5.5 | 2.1 | 1.8
Cc1ccccc1OCCn1nc(C(=O)O)c2ccccc2c1=O | -0.575 | -0.204 | 0.0112 | 0.135 | 11.1% | -6.1% | 0.0% | . | . | 0.11 | 1078 | -0.7 | 1051 | 1.3% | 3.2 | 1.6 | 7.9
CSc1ccc(CN(C)Cc2nc3ccccc3c(=O)[nH]2)cc1 | 0.543 | -0.624 | 0.117 | -0.739 | . | . | . | . | . | -0.12 | 862 | 1.3 | 1336 | 0.4% | . | . | .
Cc1ccc(S(=O)(=O)N2CCOCC2)c(C)c1NS(C)(=O)=O | -0.53 | -0.331 | -0.729 | 0.735 | 24.8% | 9.7% | 0.7% | i | -4.4 | -0.11 | 1565 | -0.5 | 955 | -0.1% | 3.5 | 2.4 | 4.5

Source: PubChem BioAssay
